IP6K1 inh: IP6K1 kinase inhibition. AID 1645851. IP6K1 kinase, ADP-Glo luminescence, 2 h; hits give low values. activity change, % (series mostly up to about 58 µM). hit rate 0.81% among 140,000. Q92551; in the data active = activity change below about -25%
Target sequence (Q92551 whole entry, looked up): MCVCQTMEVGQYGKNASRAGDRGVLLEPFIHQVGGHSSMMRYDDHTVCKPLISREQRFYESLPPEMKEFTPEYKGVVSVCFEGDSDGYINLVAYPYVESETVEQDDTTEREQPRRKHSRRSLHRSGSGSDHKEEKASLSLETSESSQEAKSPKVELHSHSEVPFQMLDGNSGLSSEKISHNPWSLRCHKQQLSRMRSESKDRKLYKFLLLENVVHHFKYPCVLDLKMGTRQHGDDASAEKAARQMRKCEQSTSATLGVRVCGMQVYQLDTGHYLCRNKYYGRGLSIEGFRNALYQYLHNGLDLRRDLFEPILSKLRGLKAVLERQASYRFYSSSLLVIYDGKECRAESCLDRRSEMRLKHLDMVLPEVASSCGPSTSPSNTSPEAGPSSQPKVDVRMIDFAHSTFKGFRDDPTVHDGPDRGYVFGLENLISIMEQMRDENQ
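ADP-Glo luminescence measures ADP made by human IP6K1 during a 2 h RT reaction with ATP/IP6 (mix at 1.3 mM/130 uM); top library doses 57.5 and 19.1 uM final.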
GPT2 inh: GPT2 alanine aminotransferase inhibition. Q8TD30. Recombinant GPT2, coupled pyruvate oxidase/HRP Amplex Red fluorescence. Potency, µM (top dose mostly 57.7 µM), for the others: top-dose activity change, negative = inhibition, actives largely listed as inhibitors. hit rate 0.25% among 100,000. AID 1671188; note: potency is the fitted concentration of half-maximal effect; nearly all actives have a fitted effect of over 60% in size; many of its hits are not listed in these tables
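Recombinant GPT2 (10ng/uL) with 250uM a-KG and 2mM L-alanine, 30 min at room temperature, in HEPES pH 7.5 buffer. Pyruvate detected by pyruvate oxidase/HRP/Amplex Red fluorescence after 30 min in the dark; AOA (50uM) as positive control.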
Luciferase inh: Photinus pyralis luciferase inhibition | purified P. pyralis luciferase, luminescence, biochemical | Potency, µM (titrated, usually from 115 µM), without a hit: at the top dose activity change, negative = inhibition, most hits filed as inhibitors | AID 1347043 | P08659 | hit rate 2.5% among 76,000; note: potency is the fitted concentration of half-maximal effect; nearly all actives have a fitted effect of over 65% in size
Target sequence (P08659 whole entry, looked up): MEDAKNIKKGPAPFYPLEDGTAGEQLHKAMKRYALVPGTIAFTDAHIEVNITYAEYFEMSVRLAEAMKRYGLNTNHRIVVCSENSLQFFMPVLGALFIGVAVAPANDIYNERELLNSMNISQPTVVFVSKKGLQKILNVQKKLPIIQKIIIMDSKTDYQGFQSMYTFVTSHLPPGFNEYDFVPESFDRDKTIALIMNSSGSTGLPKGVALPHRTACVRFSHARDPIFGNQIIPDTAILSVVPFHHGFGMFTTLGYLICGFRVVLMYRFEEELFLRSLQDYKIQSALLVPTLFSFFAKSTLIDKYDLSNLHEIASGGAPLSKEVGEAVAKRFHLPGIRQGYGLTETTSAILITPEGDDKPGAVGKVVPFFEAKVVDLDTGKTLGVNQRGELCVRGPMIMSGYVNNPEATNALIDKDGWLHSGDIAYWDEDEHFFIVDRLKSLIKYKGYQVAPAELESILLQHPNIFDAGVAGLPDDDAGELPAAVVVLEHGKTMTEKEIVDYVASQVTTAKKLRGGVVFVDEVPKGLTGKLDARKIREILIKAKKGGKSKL
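Luminescence read by CCD imager after adding enzyme (10nM final) to wells holding compound, titrated in qHTS. Substrates 10uM each D-luciferin and ATP; buffer 50mM Tris acetate pH 7.5, 10mM Mg acetate, Tween-20, BSA.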
NIH3T3 tox: cytotoxic compounds in NIH 3T3 cells. NIH 3T3 viability, CellTiter-Glo ATP luminescence, 48-72 h. hit rate 4.3% among 94,000. Potency, µM (titrated, usually from 96.7 µM), for inactives: at the top dose activity change, negative = cytotoxicity, actives largely listed as inhibitors. AID 1345082; note: potency is the fitted concentration of half-maximal effect; nearly all actives have a fitted effect of over 55% in size
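Cytotoxicity was measured by CellTiter-Glo ATP luminescence after 48 or 72 h compound exposure at 37 °C. Mouse NIH 3T3 fibroblasts were seeded at 400 cells/well and dosed by 23 nL pin transfer.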
HEK293 tox: HEK 293 cell cytotoxicity | hit rate 6.6% among 94,000 | HEK 293 viability, ATP luminescence (CellTiter-Glo), 48-72 h | Potency, µM (highest dose often 115 µM), without a hit: at the highest dose activity change, negative = cytotoxicity, usual class: inhibitors; note: potency is the fitted concentration of half-maximal effect; nearly all actives have a fitted effect of over 60% in size
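Cytotoxicity was scored by loss of ATP-coupled luminescence (CellTiter-Glo) in HEK 293 cells. Compound treatment ran 48 or 72 hr at 37 degree Celsius, 5% CO2, 95% humidity.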
SNCA expr inh: SNCA gene expression inhibition; hit rate 0.17% among 140,000; HEK-293 SNCA-luciferase knock-in, luminescence, 24 h; Potency, µM (titrated, usually from 57.2 µM), for the others: at the top dose activity change, negative = inhibition, usual class: inhibitors;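 note: potency is the fitted concentration of half-maximal effect; plate controls were DMSO cells for no effect and cell-free wells for full effect; nearly all actives have a fitted effect of over 45% in size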
HEK293 viab: cell viability loss counter-screen. HEK-293-SNCA-luc viability, GF-AFC fluorescence, 24 h. Potency, µM (top dose mostly 57.1 µM), for the others: at the top dose activity change, negative = cytotoxicity, actives largely listed as cytotoxic. hit rate 0.12% among 150,000. AID 1671193;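 note: potency is the fitted concentration of half-maximal effect; 0% = DMSO-treated cells and -100% = medium-only wells without cells; nearly all actives have a fitted effect of over 30% in size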
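Cytotoxicity counterscreen: after 24 h compound treatment of genome-edited SNCA-luciferase HEK-293 cells, live-cell protease substrate GF-AFC read by fluorescence after 30 min; activity scaled between DMSO (0%) and medium-only (-100%), curves Hill-fitted.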
* hit, by the source's call; i = inactive; ? = inconclusive; . = no result given; [ ] = another dose, or the depositor's remark. Unless noted, calls come from the whole dose curve; as a rule, active = well fitted curve in the direction sought with a large enough effect; inconclusive = small, poorly fitted or top-dose-only effect, or another doubt; inactive = no such curve, though single readings can be large; an effect the other way counts as inactive or inconclusive. Unless noted, % is set by controls: 0 for no effect and ±100 for the full control effect.

compound | IP6K1 inh | GPT2 inh | Luciferase inh | NIH3T3 tox | HEK293 tox | SNCA expr inh | HEK293 viab
CNC(=O)C1(C)CN(Cc2ccccc2)Cc2ccc(Nc3ccccc3)nc21 (configuration not stated) | -2 | -1%[88.5 µM] | ? | ? | 79µM* | -14%[87.6 µM] | ?
OCc1cc2n(n1)CCCN(Cc1cnc(SCc3ccccc3)nc1)C2 | 4 | 1% | -4% | ? | ? | -4% | 2%
O=C(c1cccn1C1CC1)N1CCC(CO)(CN2CCCC2)CC1 | -1 | 3% | -1% | 2% | -17% | -10% | 2%
O=C(OC[C@H]1O[C@H](O[C@]2(CO)O[C@H](CO)[C@@H](O)[C@@H]2O)[C@H](O)[C@@H](O)[C@@H]1O)c1ccc(O)cc1 | 3 | i | . | . | . | . | 11%[23.9 µM]
O=C(Nc1ccc(F)cc1F)c1ccc(-c2ccccc2)s1 | -20 | . | . | . | . | 47%[activator] | -11%
COc1ccc(CCC(=O)N[C@@H]2CN(c3ccncn3)C[C@H]2CO)cc1 | -1 | i | 4% | i | 4% | 23% | 6%
O=c1[nH]n(CCn2cc(C3CCCNC3)nn2)c(=O)c2ccccc12 (configuration not stated) | 7 | -31% | -13% | i | -7% | 2% | 9%
c1ccc2c(CN3CCC[C@H]3c3nc(-c4ccnc(N5CCOCC5)c4)no3)c[nH]c2c1 | 19 | 1%[88.5 µM] | -13%[172 µM] | ? | 89µM* | 3%[87.6 µM] | -19%[87.6 µM]

An excerpt of these results, as labelled records:
OCc1cc2n(n1)CCCN(Cc1cnc(SCc3ccccc3)nc1)C2
- IP6K1 inh: 4
- GPT2 inh: 1%
- Luciferase inh: -4%
- NIH3T3 tox: ?
- HEK293 tox: ?
- SNCA expr inh: -4%
- HEK293 viab: 2%

O=C(c1cccn1C1CC1)N1CCC(CO)(CN2CCCC2)CC1
- IP6K1 inh: -1
- GPT2 inh: 3%
- Luciferase inh: -1%
- NIH3T3 tox: 2%
- HEK293 tox: -17%
- SNCA expr inh: -10%
- HEK293 viab: 2%

O=C(OC[C@H]1O[C@H](O[C@]2(CO)O[C@H](CO)[C@@H](O)[C@@H]2O)[C@H](O)[C@@H](O)[C@@H]1O)c1ccc(O)cc1
- IP6K1 inh: 3
- GPT2 inh: i
- Luciferase inh: .
- NIH3T3 tox: .
- HEK293 tox: .
- SNCA expr inh: .
- HEK293 viab: 11%[23.9 µM]

O=C(Nc1ccc(F)cc1F)c1ccc(-c2ccccc2)s1
- IP6K1 inh: -20
- GPT2 inh: .
- Luciferase inh: .
- NIH3T3 tox: .
- HEK293 tox: .
- SNCA expr inh: 47%[activator]
- HEK293 viab: -11%

(next part)
compound | IP6K1 inh | GPT2 inh | Luciferase inh | NIH3T3 tox | HEK293 tox | SNCA expr inh | HEK293 viab
Cn1cccc1CN1CCC2(CC1)CN[S+](=O)([O-])c1ccccc1N2 | 27 | i | 0% | -16% | -21% | ? | 1%
O=c1cc(-c2ccccc2)nc(SCc2nc(-c3ccc(C(F)(F)F)cc3)no2)[nH]1 | -10 | . | . | . | . | -13% | -18%
COc1ccc(C2(C(=O)NC3CCCc4c3[nH]c3ccccc43)CCOCC2)cc1 (configuration not stated) | -2 | -7% | -2% | 40µM* | ? | -8% | 5%
COc1ccc(NC(=O)c2sc3nc4c(cc3c2N)CN(Cc2ccccc2)CC4)c(OC)c1 | 3 | . | . | . | . | 5% | -1%
COCC(=O)N[C@H]1CO[C@H]2[C@@H]1OC[C@@H]2Nc1nccc(C(C)(C)C)n1 | 2 | 2%[88.5 µM] | 11%[172 µM] | -7%[174 µM] | ? | 9%[87.6 µM] | 0%[87.6 µM]
COCc1noc([C@@H]2CN(C(=O)c3cccc(Cl)c3)C[C@H]2CO)n1 | -3 | i | -7% | -2% | i | -1% | -2%
O=C(Cn1c2ccccc2c2nc3n(c(=O)c21)CCS3)N1CCCC1 | -7 | 4% | . | . | . | . | -27%
CCOCCc1nn2c(=O)cc(COC(=O)c3ccc(NC(=O)c4ccc(F)cc4)cc3)nc2s1 | 2 | . | . | . | . | 22% | -4%

(listing goes on)
compound | IP6K1 inh | GPT2 inh | Luciferase inh | NIH3T3 tox | HEK293 tox | SNCA expr inh | HEK293 viab
CC(=O)N1CCCC2(CN[S+](=O)([O-])c3cccnc3O2)C1 (configuration not stated) | 18 | i | . | -19% | -13% | -5% | -2%
CCC(C(=O)Nc1cc(Cl)ccc1OC)n1nc(-c2ccccc2)ccc1=O (configuration not stated) | 11 | . | . | . | . | -22% | -26%
CCOc1ccccc1NC(=O)CN1C(=O)NC(c2ccc(Cl)cc2)C2=C1COC2=O (configuration not stated) | 0 | 3% | 2% | ? | ? | ? | -22%
COc1ccc(C(C(=O)O)N2CCN(c3nc(C)cnc3C)CC2)cc1 (configuration not stated) | 44 | ? | 12% | -1% | 0% | 3% | -4%
OC1(CNCc2cccnc2-n2cncn2)CCNC1 (configuration not stated) | 2 | ? | 0% | -5% | -13% | -10% | -1%
O=C(Nc1ccc(F)cc1Cl)n1ncc2cc(Cl)ccc21 | -1 | . | . | . | . | 141%[activator] | -4%
CCOc1ccc(-c2nnc(SCC(=O)NCc3ccccc3Cl)o2)cc1 | 0 | . | . | . | . | -8% | -9%
Oc1ccc(-c2cc3c(cn2)CN(Cc2ccccc2)CCN3)cc1F | -18 | 0%[88.5 µM] | 25µM* | ? | ? | ? | ?

(listing goes on)
compound | IP6K1 inh | GPT2 inh | Luciferase inh | NIH3T3 tox | HEK293 tox | SNCA expr inh | HEK293 viab
COc1ccc(Cn2c(=O)c3ccccc3n3c(-c4cccc(OC)c4OC)nnc23)cc1 | 6 | . | . | . | . | ? | ?
O=C(NCc1cccc(F)c1)c1cnc2c(c1)N(C(=O)Cc1cccc(C(F)(F)F)c1)CCC2 | 9 | -4% | -1% | ? | ? | 10% | -12%
O=C(Nc1ccccc1)N1CCN(c2nc(-c3ccccc3)ns2)CC1 | -4 | -8% | . | . | . | . | -11%
Cc1ccc(Cn2c(C)c3cnn(CC(=O)O)c(=O)c3c2C)cc1 | -3 | . | . | . | . | 15% | 6%
CCN1CCc2nc3sc(C(=O)Nc4ccccc4OC(F)(F)F)c(N)c3cc2C1 | -2 | . | . | . | . | 47%[activator] | 0%
CN(C(=O)[C@@H]1C[C@H](c2cccc(C(F)(F)F)c2)N(Cc2cnn(C)c2)C1)c1ccccc1 | 0 | 2% | -4% | ? | ? | -1% | -2%
Cc1cccc(OCC(=O)N2CCN(C(=O)c3nnn4c3COC(c3ccc(Cl)cc3)C4)CC2)c1 (configuration not stated) | -14 | -3% | -2% | -25% | -22% | -27% | 4%
O=C(O)CCC(=O)N1CC[C@H]2NC(=O)N(c3ccc(Oc4ccccc4)cc3)C(=O)[C@H]21 | 2 | 3%[88.5 µM] | 11%[172 µM] | 2%[174 µM] | 5%[172 µM] | 5%[87.6 µM] | 3%[87.6 µM]

Remaining list, next part
compound | IP6K1 inh | GPT2 inh | Luciferase inh | NIH3T3 tox | HEK293 tox | SNCA expr inh | HEK293 viab
COc1ccccc1NC(=O)CSC1=Nc2ccccc2C2=NC(CC(=O)NCCc3ccccc3)C(=O)N12 (configuration not stated) | 2 | . | . | . | . | 31%[activator] | ?
Cc1ccc(-n2nc(C)c3c(C)cc(=O)n(CC(=O)Nc4ccc(Br)cc4F)c32)cc1 | 35 | . | . | . | . | -15% | 0%
COCC(=O)N1CCN(c2ccc3nnc(C4CC4)n3n2)CC1 | 12 | . | . | -28%[138 µM] | -4%[172 µM] | . | .
O=C(NCCCc1ccccc1)c1nc2sccn2c1-c1ccc(C(F)(F)F)cc1 | 23 | 2% | . | ? | ? | -28% | -13%
CCCSc1ncc(Cl)c(C(=O)Nc2sc3c(c2C(=O)OC)CCCC3)n1 | 2 | . | . | . | . | -8% | -5%
CC(=O)N1CCCN(CC[C@H]2CN(S(=O)(=O)c3ccccc3)CC[C@H]2CC(=O)O)CC1 | 15 | i | 16% | -6% | -15% | -12% | 5%
O=C(c1ccccc1Cl)N1CCc2nc(-c3ccc(Cl)cc3)nc(-c3ccccc3)c2C1 | -11 | -16% | ? | ? | 25µM* | 28% | 1%
O=C(c1ccc(C(F)(F)F)cc1)N1CCCC(C(=O)N2CCC(N3CCOCC3=O)CC2)C1 (configuration not stated) | 1 | -6% | . | -5% | -5% | 0% | -4%

Next structures:
compound | IP6K1 inh | GPT2 inh | Luciferase inh | NIH3T3 tox | HEK293 tox | SNCA expr inh | HEK293 viab
Cc1ccc(-c2ccccc2CN2CCC(C(=O)N3CCCC3)CC2)cc1Cl | -3 | . | . | ? | ? | . | .
Cc1ccc(NC(=O)CSc2nc3ccc(NC(=O)COc4ccc(C)cc4)cc3s2)cc1 | 0 | . | . | . | . | 1% | 0%
COc1ccc(OC)c(NC(=O)Cn2c(-c3ccc(F)cc3)nc(C)c(CCO)c2=O)c1 | -5 | i | -7% | ? | ? | -7% | 12%
Cc1ccc2nc(C(=O)NCc3nncn3CCc3ccccc3)cn2c1 | 11 | ? | -21% | -22% | 0% | -2% | 1%
COc1cccc(Cn2c(=O)n(Cc3ccco3)c(=O)c3oc4ccccc4c32)c1 | 56 | . | . | . | . | ? | 0%
O=C(CSc1nc2c(c(=O)[nH]1)CCC2)Nc1cc(C(F)(F)F)ccc1Cl | 2 | . | . | . | . | -21% | 12%
CCNC(=O)N1CCOc2ccc(CCC(=O)NCCc3ccccc3)cc2C1 | 8 | i | 1% | -29% | -11% | 60% | -11%[12.5 µM]
COCc1ccc(CN2CCC(Oc3ccc(C(=O)NC4CCCC4)cc3Cl)CC2)o1 | 9 | 1% | 6% | ? | 35µM* | -11% | -17%

The listing continues:
compound | IP6K1 inh | GPT2 inh | Luciferase inh | NIH3T3 tox | HEK293 tox | SNCA expr inh | HEK293 viab
Cc1nn(-c2ccccn2)c(C)c1[C@@H]1C=C[C@@H](NC(=O)CSCC(=O)O)C1 | 1 | -15%[88.5 µM] | -15%[172 µM] | ? | 0%[172 µM] | 13%[87.6 µM] | 7%[87.6 µM]
COc1cc(NC(=O)c2c(C)oc3ncnc(N4CCCCC4)c23)cc(OC)c1 | -8 | . | . | . | . | 3% | 6%
CCn1ccc(C(=O)N2CCCC2c2cc(C)no2)n1 (configuration not stated) | 11 | -25% | 13% | i | 3% | 8% | 2%
CCc1nc2c(NS(=O)(=O)c3cccnc3)cccn2n1 | 26 | -10% | -3% | -6% | i | -5% | 1%
COc1cc(Cl)c(C)cc1NC(=O)c1sc2nc3n(c(=O)c2c1C)CCCCC3 | -7 | . | . | . | . | 18% | -4%
O=C(c1ccoc1)N1CCc2nn(Cc3ccccc3)c(=O)n2CC1 | -8 | -5% | 1% | -4% | i | 2% | 0%
CN[C@@H](CO)C(=O)NCc1nc(-c2cccc(F)c2)c(-c2ccccn2)[nH]1 | -14 | i[11.5 µM] | -1% | 1% | ? | 1% | -4%
COc1ccc(C(=O)NCCc2noc(-c3cccnc3)n2)cc1OC | 7 | i | -19% | ? | -23% | 27% | -2%[12.5 µM]

Assay outcomes deposited in PubChem BioAssay by National Center for Advancing Translational Sciences (NCATS).
